LDHA inh = blocks human lactate dehydrogenase A; purified LDHA, NADH/diaphorase-resazurin fluorescence; hits give low values; 0.15% of 480,000 active; P00338; activity change, % (values are at about 110 or 230 µM); in the data active means activity change below about -30%; inconclusive means mostly about -25% to -30%;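 further: plate controls were DMSO wells for no effect and wells without enzyme for full effect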
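Enzyme activity of human lactate dehydrogenase 5 (2 nM; 0.06 mM NADH, 0.2 mM pyruvate, 5 min, RT) is measured via a resazurin/diaphorase fluorescence readout of residual NADH.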
Pol eta inh = DNA polymerase eta (human) inhibition. 1.2% of 390,000 active. Q9Y253. Potency, µM (top dose mostly 114 µM), inactives show top-dose activity change, negative = inhibition, hits mostly inhibitors. recombinant Pol eta, fluorescent DNA replication assay; further: potency means the concentration at half of the fitted maximal effect; on the % scale 0 is the no-effect control and ±100 the full control effect
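Fluorescent replication assay: 50 nM final substrate added after a 15 min room-temperature compound preincubation with 10 nM enzyme. Signal taken at 0 min and again at 10 min.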
POLK inh = DNA polymerase kappa (human) inhibition. Potency, µM (series often up to 107 µM), inactives show at the top dose activity, negative = inhibition, most hits filed as inhibitors. AID 588579. purified Pol kappa, fluorescent DNA synthesis assay, 10 min. 0.53% of 400,000 active; further: potency means the concentration at half of the fitted maximal effect; on the % scale 0 is the no-effect control and ±100 the full control effect
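Here, compound and 10 nM enzyme are combined for 15 min at room temperature; adding 50 nM substrate (final) starts DNA synthesis, tracked by fluorescence at 0 and 10 min against buffer-only wells.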
Apoferritin bind = candidate novel general anesthetic via apoferritin binding; P02791; apoferritin/1-aminoanthracene competitive binding, fluorescence; Potency, µM (series often up to 77.5 µM), for the others: top-dose activity change, negative = displacement, hits mostly inhibitors; 0.074% of 350,000 active; AID 485281; further: potency means the concentration at half of the fitted maximal effect; on the % scale 0 is the no-effect control and ±100 the full control effect; nearly all actives have a fitted effect of over 20% in size
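Steps: apoferritin (10 uM) was premixed with half-saturated 1-AMA in PBS, compounds were pin-transferred, plates stood 10 min at room temperature, fluorescence was read at 380/535 nm, and curves were fitted with a Hill equation.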
RGS4 inh = blocks human RGS4-accelerated GTP hydrolysis | Transcreener GDP fluorescence polarization, RGS4-accelerated GTP hydrolysis | Potency, µM (doses to about 114 µM), without a hit: at the top dose activity change, negative = inhibition, actives largely listed as inhibitors | 0.039% of 390,000 active; further: potency means the concentration at half of the fitted maximal effect; on the % scale 0 is the no-effect control and ±100 the full control effect; nearly all actives have a fitted effect of over 75% in size; some results filed as inactive show a strong effect at the top dose
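MLSMR compounds (23 nl, pin-transferred) preincubated 10 min at room temperature with a 500nM (2x) first reagent, then RGS4 at 900nM (2x) plus Transcreener GDP mix added; fluorescence polarization (620/688 nm) read before and after 90 min at 30 °C.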
APEX1 inh = blocks human APE1 abasic DNA cleavage. Potency, µM (series often up to 65.8 µM), for the others: top-dose activity change, negative = inhibition, most hits filed as inhibitors. P27695. 0.35% of 350,000 active. AID 2517. recombinant APE1, TAMRA/BHQ-2 abasic DNA cleavage fluorescence;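 further: potency means the concentration at half of the fitted maximal effect; plate controls were vehicle for no effect and reference inhibitor for full effect; nearly all actives have a fitted effect of over 55% in size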
Target sequence (P27695 whole entry, looked up): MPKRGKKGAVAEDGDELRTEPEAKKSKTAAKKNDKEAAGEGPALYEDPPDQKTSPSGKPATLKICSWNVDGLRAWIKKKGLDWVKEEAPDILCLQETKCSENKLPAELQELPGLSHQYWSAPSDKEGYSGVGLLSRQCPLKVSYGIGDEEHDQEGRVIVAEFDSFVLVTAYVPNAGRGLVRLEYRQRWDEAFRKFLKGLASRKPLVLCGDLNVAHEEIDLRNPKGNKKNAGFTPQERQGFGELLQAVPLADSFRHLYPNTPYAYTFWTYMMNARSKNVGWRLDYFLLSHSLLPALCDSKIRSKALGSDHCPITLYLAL
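Quantitative HTS: incision of a TAMRA/BHQ-2 double-stranded substrate bearing a tetrahydrofuran abasic site by 0.75 nM APE1 raises fluorescence. Substrate 50 nM final, added after 15 min compound preincubation at room temperature; progress as third-minus-first kinetic read difference.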
ALOX12 inh = blocks human arachidonate 12S-lipoxygenase | P18054 | purified 12hLO, xylenol orange hydroperoxide absorbance | Potency, µM (doses to about 108 µM), inactives show top-dose activity change, negative = inhibition, usual class: inhibitors | 1.1% of 580,000 active | AID 1671190; further: potency means the concentration at half of the fitted maximal effect; on the % scale 0 is the no-effect control and ±100 the full control effect
Target sequence (P18054 whole entry, looked up): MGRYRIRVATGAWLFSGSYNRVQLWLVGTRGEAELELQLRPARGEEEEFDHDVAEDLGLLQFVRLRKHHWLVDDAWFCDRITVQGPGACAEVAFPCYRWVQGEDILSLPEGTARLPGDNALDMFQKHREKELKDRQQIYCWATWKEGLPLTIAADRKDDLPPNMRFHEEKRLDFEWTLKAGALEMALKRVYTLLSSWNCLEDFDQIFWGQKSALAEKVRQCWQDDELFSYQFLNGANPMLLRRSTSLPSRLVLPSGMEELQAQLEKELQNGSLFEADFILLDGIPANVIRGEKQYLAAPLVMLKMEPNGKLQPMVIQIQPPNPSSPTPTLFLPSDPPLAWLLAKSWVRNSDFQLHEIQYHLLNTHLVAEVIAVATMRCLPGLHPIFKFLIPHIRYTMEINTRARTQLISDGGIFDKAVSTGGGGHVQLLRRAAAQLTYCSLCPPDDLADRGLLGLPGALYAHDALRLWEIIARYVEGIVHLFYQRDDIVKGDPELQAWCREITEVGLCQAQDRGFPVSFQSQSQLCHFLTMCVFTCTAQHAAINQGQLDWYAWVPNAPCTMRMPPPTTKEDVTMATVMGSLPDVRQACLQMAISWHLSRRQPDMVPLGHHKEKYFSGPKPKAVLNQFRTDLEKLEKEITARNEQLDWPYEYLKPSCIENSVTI
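Purified human 12hLO (150 nM final) in 25 mM Hepes, 0.01% Triton X-100, pH 7.0 was preincubated 15 min at room temperature with compound. Then 40 uM arachidonic acid was added, 30 min. Hydroperoxide was read by Fe-XO absorbance ratio 573/405 nm.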
Pol beta inh = DNA polymerase beta (human) inhibition; P06746; Pol beta primer extension/strand displacement, fluorescence kinetic; Potency, µM (highest dose often 114 µM), for inactives: top-dose activity change, negative = inhibition, usual class: inhibitors; 1.3% of 340,000 active; further: potency means the concentration at half of the fitted maximal effect; on the % scale 0 is the no-effect control and ±100 the full control effect
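10 nM enzyme + cpd, 15 min RT; start with substrate 50 nM final; read 0 min and after 10 min RT. Corrected, normalized data; 4-parameter Hill curve fit.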
ERG Ets-DNA blk = blocks human ERG Ets domain binding to DNA | fluorescence polarization, His-ERG Ets domain / labelled DNA | Potency, µM (series often up to 76.9 µM), without a hit: at the top dose FP activity, negative = inhibition, hits mostly inhibitors | 0.028% of 370,000 active | P11308; active means well fitted inhibition curve with a large enough effect in the polarisation, with a control signal flat; inconclusive means small, poorly fitted or top-dose-only effect, or effect the other way, or a change in a side signal; inactive means no such curve, though single readings can be large or run the other way; the % refers to the polarisation;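 further: polarization taken with two DNA probes labelled with fluorescein and Texas red; potency means the concentration at half of the fitted maximal effect; % of control where 0% means no effect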
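His-tagged ERG Ets domain (1 uM in the protein solution; 300mM KCl, 50mM Tris-HCl, 1mM EDTA, 1mM DTT, pH 7.5) received compound, then a probe mix of 5 nM fluorescein-DNA and 100nM Texas-615-DNA. Fluorescence polarization was read for both dyes.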
Active calls of the source: *; [ ] = another dose, or the depositor's remark. Unless noted, the call rests on the fitted dose curve; in most records, active means well fitted curve in the direction sought with a large enough effect; inconclusive means small, poorly fitted or top-dose-only effect, or another doubt; inactive means no such curve, though single readings can be large; an effect the other way counts as inactive or inconclusive.

Screening CCC(Sc1nc2ccc(C)cc2[nH]1)C(=O)O (centres undefined) returned LDHA inh -3.8, Pol eta inh inconclusive, POLK inh -7.2%, Apoferritin bind 0.8%, RGS4 inh -19.3%, APEX1 inh 8.8%, ALOX12 inh -10.9% and Pol beta inh inconclusive.
For CCCCN(C)CCNC(=O)c1cc2c(=O)[nH]c3ccccc3c2n1C the results were LDHA inh 2.9, Pol eta inh -2.7%, POLK inh -6.1%, Apoferritin bind -22.7%, RGS4 inh 4.8%, APEX1 inh 32.8%, ALOX12 inh -0.7%, Pol beta inh 16.3% and ERG Ets-DNA blk -8.1%.
CC(C)c1cc(C(=O)NC2CCCc3c2cnn3-c2ccccc2F)no1 (centres undefined) was read as LDHA inh -1.8, Pol eta inh 3.7%, POLK inh 4.1%, Apoferritin bind -14.3%, RGS4 inh -9.6%[56.9 µM], APEX1 inh 39.8%, ALOX12 inh -3.9%, Pol beta inh 29.9% and ERG Ets-DNA blk 2.6%.
O=C(NCc1ccc2c(c1)OCO2)C(=O)NCC1OCCN1S(=O)(=O)c1ccc(Br)cc1 (centres undefined) was read as LDHA inh 0.2, Pol eta inh -17.5%, POLK inh 6.5%, Apoferritin bind -20.2%, RGS4 inh 1.7%, APEX1 inh -4.3%, ALOX12 inh inactive, Pol beta inh 16.2% and ERG Ets-DNA blk 24.4%.
Screening N#CC1CC(c2ccc([N+](=O)[O-])cc2)=NN1c1ccc([N+](=O)[O-])cc1 (centres undefined) returned LDHA inh -5.9, Pol eta inh -21.6%, POLK inh 2.4%, Apoferritin bind -8.2%, RGS4 inh -11.3%, APEX1 inh 22.7%, ALOX12 inh -6.3%, Pol beta inh 5.1% and ERG Ets-DNA blk 7.9%.
For CC1CCCCC1NC(=S)NC(=O)c1cccs1 (centres undefined) the results were LDHA inh -0.9, Pol eta inh -8.2%, POLK inh -5.2%, Apoferritin bind inconclusive, RGS4 inh -17.4%, APEX1 inh 2.3%, ALOX12 inh 14.1µM*, Pol beta inh 5.4% and ERG Ets-DNA blk 3.6%.
`CCCCn1c(N)c(N(CCOC)C(=O)c2oc3ccc(OC)cc3c2C)c(=O)[nH]c1=O` gave LDHA inh -3.2, Pol eta inh -6.5%, POLK inh -18.9%, Apoferritin bind -1.6%, RGS4 inh -0.4%, APEX1 inh -10.4%, ALOX12 inh 3.0%, Pol beta inh 10.8% and ERG Ets-DNA blk -8.9%.
`C/C(=N/NC(=O)CN1CCN(S(=O)(=O)c2ccc(Br)cc2)CC1)c1ccco1` gave LDHA inh 3.5, Pol eta inh -23.5%, POLK inh -0.5%, Apoferritin bind -10.4%, RGS4 inh 5.1%, APEX1 inh -2.3%, ALOX12 inh 21.2%, Pol beta inh 15.4% and ERG Ets-DNA blk -3.3%.
CCCN(C(=O)COC(=O)CSc1ccc([N+](=O)[O-])cc1)C1CCS(=O)(=O)C1 (centres undefined) was read as LDHA inh 2.2, Pol eta inh -13.0%, POLK inh 15.5%, RGS4 inh inconclusive, APEX1 inh 15.3%, ALOX12 inh 28.7% and ERG Ets-DNA blk 6.1%.
Screening COc1ccccc1OCC(=O)NNC(=O)c1ccc(F)c(S(=O)(=O)N2CCOCC2)c1 returned LDHA inh -5.2, Pol eta inh -12.1%, POLK inh -4.5%, RGS4 inh -11.3%, APEX1 inh -2.0% and ALOX12 inh 1.1%.
CC(=O)Nc1ccc(S(=O)(=O)NC(C)C(=O)OCC(=O)NC2CCCC2)cc1 (centres undefined) was read as LDHA inh -7.9, Pol eta inh -9.2%, POLK inh -6.0%, Apoferritin bind -5.6%, RGS4 inh 23.9%, APEX1 inh 2.5%, ALOX12 inh 0.4%, Pol beta inh -2.2% and ERG Ets-DNA blk -9.6%.
For O=C1CCCN1CCC1CCCCN1Cc1nc(-c2cnccn2)no1 (centres undefined) the results were LDHA inh -1.3, Pol eta inh -2.0%, POLK inh 17.1%, Apoferritin bind 0.0%, RGS4 inh -2.5%, APEX1 inh -2.3%, ALOX12 inh -11.3%, Pol beta inh 17.3% and ERG Ets-DNA blk -1.4%.
`COC(=O)c1ccccc1NC(=O)C1CCN(C(=O)Cc2ccccc2)CC1` gave LDHA inh -2.2, Pol eta inh -8.0%, POLK inh -8.3%, Apoferritin bind inconclusive, RGS4 inh -10.2%, APEX1 inh 14.8%, ALOX12 inh -0.7%, Pol beta inh 2.6% and ERG Ets-DNA blk 1.5%.
For Cc1nc(CCNC(=O)C2CCC(=O)N(Cc3ccc(Cl)cc3)C2)sc1C (centres undefined) the results were LDHA inh -0.2, Pol eta inh -3.9%, POLK inh 14.4%, Apoferritin bind -3.4%, RGS4 inh -12.7%, APEX1 inh 3.5%, ALOX12 inh -4.2%, Pol beta inh 12.7% and ERG Ets-DNA blk -3.6%.
Screening CCOC(=O)c1cc(S(=O)(=O)NCc2ccc(C)cc2)[nH]n1 returned LDHA inh 3.5, Pol eta inh 0.8%, POLK inh -0.1%[60.1 µM], Apoferritin bind -1.2%, RGS4 inh -27.9%, ALOX12 inh inconclusive, Pol beta inh -15.1% and ERG Ets-DNA blk -0.9%.
Screening O=C(Cc1ccc(F)cc1)Nc1nnc(-c2ccc(F)cc2)o1 returned LDHA inh -0.4, Pol eta inh -7.4%, POLK inh 4.6%, Apoferritin bind -2.6%, RGS4 inh 20.0%, APEX1 inh 13.1%, ALOX12 inh 15.9%, Pol beta inh 6.4% and ERG Ets-DNA blk 5.7%.
For OC(C[n+]1ccccc1)c1ccccc1 (centres undefined) the results were LDHA inh -8.8, Pol eta inh -8.2%, POLK inh -18.2%, Apoferritin bind 9.4%, RGS4 inh 17.7%, APEX1 inh 7.5%, ALOX12 inh inconclusive, Pol beta inh -21.8% and ERG Ets-DNA blk -3.6%.
`CC1CCN(CC(C)OC(=O)c2ccc3c(c2)OCCO3)CC1` (centres undefined) gave LDHA inh 1.2, Pol eta inh -7.8%, POLK inh 15.0%, Apoferritin bind -21.3%, RGS4 inh -20.8%, APEX1 inh 0.2%, ALOX12 inh 4.2%[57.4 µM], Pol beta inh 17.3% and ERG Ets-DNA blk -16.4%.
Screening O=C(NCCN1CCOCC1)c1cccc(S(=O)(=O)N2CCCCCC2)c1 returned LDHA inh -3.5, Pol eta inh -5.1%, POLK inh -0.6%, Apoferritin bind -4.7%, RGS4 inh -6.7%, APEX1 inh -6.6%, ALOX12 inh -15.9%, Pol beta inh inconclusive and ERG Ets-DNA blk -4.0%.
`Clc1ccc(Cn2ncc3c(N4CCCC4)ncnc32)cc1` gave LDHA inh -3.5, Pol eta inh -12.9%, POLK inh -14.3%, Apoferritin bind 4.0%, RGS4 inh -13.5%, APEX1 inh 7.1%, ALOX12 inh 0.0%, Pol beta inh -0.6% and ERG Ets-DNA blk -1.1%.
Screening Nc1nc(Br)c2ccccc2c1-c1ccc(F)cc1 returned LDHA inh -4.8, Pol eta inh -6.6%, POLK inh -8.8%, Apoferritin bind -3.2%, RGS4 inh -32.5%, APEX1 inh 1.7%, ALOX12 inh -16.0%, Pol beta inh 13.6% and ERG Ets-DNA blk -0.5%.
`O=C(CCC1CCCC1)Nc1cccc(Cc2ccncc2)c1` gave LDHA inh -12.6, Pol eta inh -14.5%, POLK inh -19.9%, Apoferritin bind inconclusive, RGS4 inh 10.8%, APEX1 inh -6.0%, ALOX12 inh -8.0%, Pol beta inh -0.3% and ERG Ets-DNA blk 0.6%.
For CCOC(=O)c1ccc(NC(=O)Nc2c(C)n(C)n(-c3ccccc3)c2=O)cc1 the results were LDHA inh -5.3, Pol eta inh -5.6%, POLK inh -6.9%, Apoferritin bind -4.8%, RGS4 inh 7.6%, APEX1 inh 1.9%, ALOX12 inh 167.2%[activator], Pol beta inh -9.1% and ERG Ets-DNA blk -2.7%.
For COc1cccc(C2CC(c3ccccc3)n3ncnc3N2)c1 (centres undefined) the results were LDHA inh 4.1, Pol eta inh -10.6%, POLK inh 16.9%, Apoferritin bind -1.9%, RGS4 inh -5.9%, APEX1 inh -2.5%, ALOX12 inh 239.6%[activator], Pol beta inh 7.1% and ERG Ets-DNA blk -0.9%.
Screening Cc1ccc(S(=O)(=O)NCCCn2ccnc2)cc1C(=O)NC(C)C returned LDHA inh -1.0, Pol eta inh -7.2%, POLK inh -7.3%, Apoferritin bind 24.3%, RGS4 inh -1.5%, APEX1 inh 10.8%, ALOX12 inh -44.7%, Pol beta inh 17.9% and ERG Ets-DNA blk 20.3%.
Screening CC(C)(C)c1ccccc1NC(=O)CN1C(=O)NC(Cc2ccccc2)C1=O (centres undefined) returned LDHA inh -5.9, Pol eta inh -16.1%, POLK inh 1.3%, RGS4 inh -29.1%, APEX1 inh 37.3%, ALOX12 inh inconclusive and ERG Ets-DNA blk -11.6%.
Screening CN(CC(=O)Nc1ccccc1C(F)(F)F)C(=O)COc1cccnc1[N+](=O)[O-] returned LDHA inh 3.3, Pol eta inh -9.8%, POLK inh 1.7%, Apoferritin bind -0.8%, RGS4 inh 8.2%, APEX1 inh -1.6%, ALOX12 inh -1.9%, Pol beta inh -12.4% and ERG Ets-DNA blk 3.2%.
CC(C)(C)C(=O)CNS(=O)(=O)c1ccc(S(=O)(=O)NC2CCCC2)cc1 was read as LDHA inh -6.9, Pol eta inh 1.5%, POLK inh -3.8%, Apoferritin bind 3.4%, RGS4 inh 1.6%, APEX1 inh -10.4%, ALOX12 inh -19.3% and Pol beta inh -0.8%.
Cc1ccc(NC(=O)CCC(=O)NNC(=O)COc2ccc([N+](=O)[O-])cc2)c(C)c1 was read as LDHA inh -0.9, Pol eta inh -16.1%, POLK inh 3.9%, Apoferritin bind -4.2%, RGS4 inh -28.6%, APEX1 inh -7.8%, ALOX12 inh 9.6%, Pol beta inh 16.7% and ERG Ets-DNA blk -1.4%.

This is a subset, so the mix of outcomes need not match the whole.
